# Assay outcomes (PubChem)
# M1 ag = agonists of human M1 muscarinic receptor. CHO-K1 hM1, Fluo-8 calcium fluorescence, agonist mode; 0% DMSO, 100% acetylcholine EC100. 360,000 compounds, 0.33% hits. AID 588814. activation, % at 3 µM;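 active = activation above the run's mean compound activation plus 3 SD, cut at about 16% in these data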;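 note: peak over basal fluorescence ratio within a 140 s kinetic read after compound addition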
# Target sequence (P11229 whole entry, looked up): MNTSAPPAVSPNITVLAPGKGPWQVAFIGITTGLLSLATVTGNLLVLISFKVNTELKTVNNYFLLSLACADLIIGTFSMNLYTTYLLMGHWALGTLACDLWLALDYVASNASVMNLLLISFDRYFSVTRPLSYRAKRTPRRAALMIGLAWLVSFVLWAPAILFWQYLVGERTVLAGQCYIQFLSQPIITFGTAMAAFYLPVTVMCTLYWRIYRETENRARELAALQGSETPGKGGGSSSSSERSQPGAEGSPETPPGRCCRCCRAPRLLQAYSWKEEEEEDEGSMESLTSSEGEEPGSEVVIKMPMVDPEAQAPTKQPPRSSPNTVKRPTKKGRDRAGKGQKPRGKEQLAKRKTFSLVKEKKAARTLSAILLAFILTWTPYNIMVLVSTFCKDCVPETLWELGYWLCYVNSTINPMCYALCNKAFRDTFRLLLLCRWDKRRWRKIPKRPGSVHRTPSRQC
# V1aR counter = activates human V1a receptor in oxytocin agonist counter-screen. P37288. CHO-V1R cells, Fluo-8 calcium fluorescence, agonist mode; 0% DMSO, 100% 3 nM vasopressin. activation, % at 3 µM. 320,000 compounds, 0.25% hits. AID 2797;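 active = activation above the mean activation of all tested compounds plus 3 SD, per screening run, cut at about 20% in these data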;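 note: signal is peak over basal fluorescence ratio across a 100 second FLIPR read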
# CHO-K1 Ca antag = M1 antagonist counterscreen hit in parental CHO-K1 cells; ATP-induced calcium, Fluo-8 fluorescence; inhibition, % at 3 µM; 360,000 compounds, 0.6% hits;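 active = inhibition above a per-plate cutoff, the plate's mean sample inhibition plus 3 SD, cut at about 24% in these data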;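 note: 0% = DMSO plus EC80 ATP and 100% = DMSO alone without ATP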
# CHO parental Ca = signal in parental CHO cells, OX1R antagonist counter-screen | parental CHO-K1, ATP-induced calcium, Fluo-8 fluorescence | inhibition, % at 5.6 µM | 330,000 compounds, 0.63% hits | AID 463079;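 active = inhibition above that plate's mean sample inhibition plus 3 SD, cut at about 26% in these data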;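 note: 0% = ATP-challenged DMSO wells and 100% = DMSO wells without ATP; some compounds past the cut are filed as inactive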
#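 Test system: untransfected parental CHO cell line. Compound: one dose, 5.6 µM nominal. Detection: intracellular calcium via Fluo-8 no-wash fluorescent dye. Measure: % inhibition. Benchmarks: ATP-challenged DMSO wells low, unchallenged DMSO wells high.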
# TAAR1 agonist = human TAAR1 agonism | 360,000 compounds, 0.99% hits | Q96RJ0 | AID 624467 | activation, % at 3 µM | CHO RD-HGA16 TAAR1, Fluo-8 calcium fluorescence; vehicle wells 0%, saturating PEA agonist 100%;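 active = activation above the mean activation of all test compounds in the run plus 3 SD, cut at about 38% in these data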
# Target sequence (Q96RJ0 whole entry, looked up): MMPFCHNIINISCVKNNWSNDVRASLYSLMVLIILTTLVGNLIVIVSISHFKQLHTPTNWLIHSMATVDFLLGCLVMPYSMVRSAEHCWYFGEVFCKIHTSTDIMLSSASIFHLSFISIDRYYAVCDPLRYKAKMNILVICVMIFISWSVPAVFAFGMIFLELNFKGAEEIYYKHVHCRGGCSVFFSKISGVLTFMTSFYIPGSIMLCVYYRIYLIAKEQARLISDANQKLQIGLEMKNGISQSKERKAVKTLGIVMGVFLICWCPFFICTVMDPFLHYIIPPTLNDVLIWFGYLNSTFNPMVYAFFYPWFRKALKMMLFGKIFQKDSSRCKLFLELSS
#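 Repeats: no replicates (n 1) | Material: CHO-derived RD-HGA16 cells with stable Gα16 and human TAAR1 | Technique: Kinetic Fluo-8 calcium fluorescence | Schedule: 17-24 h seeding, 75 min 37 °C dye, 30 min RT | Evaluation: % activation from peak over basal fluorescence ratio, DMSO-to-PEA scaled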
# CHO-K1 Ca ag = nonselective activator or artifact in parental CHO-K1 cells; Fluo-8 calcium fluorescence; scaled to maximal ATP response, vehicle zero; AID 602248; 360,000 compounds, 0.48% hits; activation, % at 3 µM; in the data active = activation above about 15%;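 note: untransfected CHO-K1 host cells lacking M1 receptor as counterscreen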
# OXTR potentiator = potentiates the human oxytocin receptor response; P30559; CHO-OTR cells, Fluo-8 calcium fluorescence, potentiator mode; 0% = oxytocin EC15, 100% = EC100; activation, % at 3 µM; 320,000 compounds, 0.061% hits; AID 2445;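 active = activation above that plate's cutoff, the mean activation of tested compounds plus 3 SD, cut at about 6.6% in these data, passing the limit was not always enough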;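 note: 100% uses oxytocin at 75 nM as the full agonist control; some results filed as inactive read as strong as hits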
#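 test system = CHO-OTR cells, human receptor | compound = single-point 3.0 µM | schedule = 6 min compound pre-incubation at room temperature, 100 s kinetic read | signal = Fluo-8 no-wash calcium dye fluorescence, excitation 470-495 nm, emission 515-575 nm | repeats = single well per compound, singlicate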
# CHO-K1 Ca PAM = M1 PAM counterscreen hit in parental CHO-K1 cells | ATP EC20, Fluo-8 calcium fluorescence; 0% at ATP EC20, 100% at ATP max | AID 602247 | activation, % at 3 µM | 360,000 compounds, 0.02% hits;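 active = activation above the run cutoff, the mean activation of all test compounds plus 3 SD, cut at about 40% in these data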;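 note: peak over basal fluorescence ratio in a 140 s read after ATP addition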
# TAAR1 antagonist = antagonists of human TAAR1; Q96RJ0; CHO RD-HGA16 TAAR1, Fluo-8 calcium fluorescence, antagonist; inhibition, % at 3 µM; 360,000 compounds, 1.5% hits; AID 624466;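 active = inhibition above a per-plate cutoff, the mean inhibition of test compounds on that plate plus 3 SD, cut at about 49% in these data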;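 note: 0% = DMSO plus EC80 beta-PEA response and 100% = DMSO alone without agonist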
#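 Material: RD-HGA16 CHO cells with stable hTAAR1 and Gα16; Dosing: single nominal final test compound concentration of 3 µM; Schedule: seeding 17-24 h prior, 75-min 37 °C, 30-min RT dye loading; Detection: kinetic Fluo-8 calcium fluorescence measurement; Measure: % inhibition from peak post-agonist over basal fluorescence ratio; Benchmarks: vehicle and agonist controls.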
# * = called active by the depositor; . = not tested or not shown.
# Values run as follows: M1 ag	V1aR counter	CHO-K1 Ca antag	CHO parental Ca	TAAR1 agonist	CHO-K1 Ca ag	OXTR potentiator	CHO-K1 Ca PAM	TAAR1 antagonist
- COc1cc(C(=O)NN(CCC#N)C2=NS(=O)(=O)c3ccccc32)cc(OC)c1OC
→ 2	1.8	4	-8	5	2.0	-8	4	-13
- COc1ccc(CCNC(=O)COC(=O)Cc2cccc(F)c2)cc1
→ -2	.	-6	.	0	1.5	.	2	-6
- CC(=O)c1cccc(OCc2cc(C(=O)NCc3nc(C)c(C)s3)no2)c1
→ 1	0.8	-6	-17	3	1.4	-9	5	-5
- Cc1cc(C)nc(NC2=NC3CCCCC3N2)n1 (configuration not stated)
→ -3	-0.1	3	-10	1	-0.5	-2	0	-17
- Cc1cc(C)cc(NS(=O)(=O)c2ccc(NC(=S)NC(=O)c3cccs3)cc2)c1
→ -3	2.9	7	4	2	0.5	-14	1	12
- COc1ccc(CC2(CO)CCN(C/C=C/c3ccccc3OC)CC2)cc1
→ -4	3.3	15	-24	10	-0.2	-6	-10	0
- COc1ccc(NS(=O)(=O)c2ccc(C)c(C(=O)N3CCN(Cc4cc(OC)ccc4OC)CC3)c2)cc1
→ -2	.	-6	.	6	0.4	.	6	7
- Cc1oc(C)c(C(=O)NCCCC(=O)O)c1C(=O)NCCCC(=O)O
→ -4	0.9	-12	7	15	0.9	-6	23	-5
- COc1ccc(C2CC3(O)CC(C#N)(C(=O)N3)C2(C#N)C#N)cc1 (configuration not stated)
→ -2	1.2	-14	-13	3	1.0	6	19	-7
- COc1ccc(NC(=O)CN(C)C(=O)CNC(=O)Cc2cccc3ccccc23)cc1
→ -4	0.4	-6	-2	3	0.7	9	8	-10
- CC(=O)c1c(C(C)=O)c(C)n(NC(=O)c2ccncc2)c1C
→ -3	0.8	3	-10	3	0.3	5	0	-21
- Cc1cc(Cl)c(S(=O)(=O)Nc2ccc(S(=O)(=O)N3CCOCC3)cc2)cc1OCC(N)=O
→ -4	0.5	-12	-2	2	0.4	-5	7	10
- CCOc1cc(C(=O)NN=C2CCCC2)cc(OCC)c1OCC
→ -4	-0.4	6	-11	-2	-0.6	-3	-23	-21
- CCOC(=O)c1sc(NC(=O)c2cc3ccccc3o2)nc1C
→ -4	-0.8	-13	-26	0	1.1	3	5	-12
- COc1ccc(C2CC(=O)n3nc(C45CC6CC(CC(C6)C4)C5)nc3S2)cc1OC (configuration not stated)
→ -6	0.6	0	-10	1	1.4	2	20	-14
- Cc1ccc(CNC(=O)c2[nH]c(C(F)(F)F)nc2-c2ccccc2)cc1
→ 2	.	4	.	1	4.1	.	-1	10
- Cc1ccc(-c2noc(CCC(=O)NCCN3CCOCC3)n2)cc1
→ 0	1.5	3	-10	2	1.9	1	12	-11
- Cc1ccc(S(=O)(=O)Nc2ccc(-c3csc(-c4ccccc4)n3)cc2)cc1
→ -5	0.5	6	-21	0	-0.5	-7	-6	2
- CSc1ccccc1OCc1cc(C(=O)N(Cc2nccn2C)C(C)C)no1
→ -5	0.6	-5	-3	2	1.3	-10	3	-30
- CNS(=O)(=O)c1cccc(C(=O)OCC(=O)NC(C)CCc2ccccc2)c1 (configuration not stated)
→ -6	4.7	-5	-10	0	3.2	-11	3	-2
- O=c1c(-c2ccc(Br)cc2)[n+]([O-])c2ccccc2n1OCc1ccccc1
→ -1	0.5	-9	-5	-1	2.6	1	6	-24
- COc1ccc(N(CC(=O)NC2CCCCC2)C(=O)c2ccc(C)s2)c(OC)c1
→ 1	0.8	7	-22	-1	-0.1	-10	19	-14
- O=C(CCC(=O)OCC(=O)c1ccccc1)Nc1cccc2cccnc12
→ 3	0.0	-9	-7	-2	1.3	-9	11	-16
- Cc1ccnc(NS(=O)(=O)c2ccc(NC(=O)c3oc4ccc(F)cc4c3C)cc2)n1
→ -1	.	-5	.	0	0.0	.	-14	6
- Cn1c(CNC(=O)C(Cc2ccccc2)NC(=O)c2cccc(F)c2)cc(=O)n(C)c1=O (configuration not stated)
→ -1	-0.2	-16	-17	1	1.1	-1	17	-6
- CCCCNC(=O)C1(C)CCN1C(=O)c1cncc(Br)c1 (configuration not stated)
→ -4	.	-5	.	5	0.2	.	14	-22
- CS(=O)(=O)N(CC(=O)N1CCCC1)c1cccc(F)c1
→ -1	1.6	-17	3	4	1.0	7	19	-5
- COc1ccc(CCNC(=S)NC(=O)c2cccc(Cl)c2)cc1OC
→ -6	1.4	-15	-16	1	1.8	-4	17	-40
- O=c1c2cnn(-c3ccccc3)c2nnn1/N=C/c1cccnc1
→ 2	0.8	12	-15	-1	0.0	4	-5	-4
- CCc1ccc(N(CC(=O)Nc2nc3ccc(C)cc3s2)S(=O)(=O)c2c(C)noc2C)cc1
→ 0	0.1	-1	-2	6	0.8	-5	4	22
- NC(=S)N/N=C1\CC(n2nnnc2-c2ccccc2Cl)C2COC1O2 (configuration not stated)
→ -4	-0.5	-16	-6	3	0.1	-11	18	-7
- COc1ccc(NC(=S)NC(=O)/C=C/c2ccco2)c(OC)c1
→ 3	-0.2	-3	3	0	0.6	-9	-9	16
- O=c1[nH]c(=S)[nH]c2c1C(c1ccc(Cl)c(Cl)c1)OC(CCc1ccccc1)C2 (configuration not stated)
→ .	.	1	.	7	8.4	.	18	36
- CC1(C)CN(c2ccsc2C(=O)O)C1=O
→ 0	0.6	0	-9	6	-0.4	-9	8	-4
- CCONc1ncnc2nonc12
→ 2	1.5	-2	-4	5	0.3	-1	14	-8
- CCOc1ccc(NC(=O)CN(C)C(=O)Cc2c(C)nc3ccccc3c2C)cc1OCC
→ -6	-0.1	-4	-27	1	0.9	-3	15	-1
- CCCC(=O)Nc1ccc(NC(=O)c2cc3ccccc3o2)c(OC)c1
→ 1	3.5	7	3	4	4.5	-8	-16	21
- Cc1ccc(C(=O)NC2CCN(CC(=O)Nc3c(C)cc(C)cc3C)CC2)cc1
→ -4	-0.4	-14	-23	-1	-0.1	-10	13	-16
- CS(=O)(=O)c1ccc2nc(NC(=O)CN3C(=O)C4CC=CCC4C3=O)sc2c1 (configuration not stated)
→ -3	0.1	-6	-8	-1	7.2	0	22	-14
- O=c1cc(CO)[nH]nc1CO
→ -2	.	-8	.	1	-0.4	.	-8	-5
- CC(C)(C)Nc1nc(Cl)nc(NCCN2CCOCC2)n1
→ -4	-0.5	-1	-8	13	0.5	-9	-21	5
- Oc1ccc(Cl)cc1CNCc1cccc2ccccc12
→ -2	3.4	-2	-4	16	0.7	0	-13	8
- Cc1ccc2c(c1)C1CN(C)CCC1N2S(=O)(=O)c1cccc(F)c1 (configuration not stated)
→ -7	1.4	-13	-20	1	2.9	-2	15	-6
- Cc1cc(C)c(S(=O)(=O)NCC(c2cccnc2)N2CCN(Cc3ccccc3)CC2)c(C)c1 (configuration not stated)
→ -6	4.8	-12	-26	11	1.0	-2	-3	-12
- O=C(COC(=O)c1cncc(Br)c1)NC1CCCCC1
→ -5	0.5	-14	2	0	0.2	-1	12	5

# As entered above:
# CC1(C)CN(c2ccsc2C(=O)O)C1=O in CHO-K1 Ca PAM is listed with 8
# CCCC(=O)Nc1ccc(NC(=O)c2cc3ccccc3o2)c(OC)c1 in V1aR counter is listed with 3.5
# CS(=O)(=O)c1ccc2nc(NC(=O)CN3C(=O)C4CC=CCC4C3=O)sc2c1 (configuration not stated) in CHO-K1 Ca ag is listed with 7.2
# CCOc1ccc(NC(=O)CN(C)C(=O)Cc2c(C)nc3ccccc3c2C)cc1OCC in V1aR counter is listed with -0.1

# (listing goes on)
# Values run as follows: M1 ag	V1aR counter	CHO-K1 Ca antag	CHO parental Ca	TAAR1 agonist	CHO-K1 Ca ag	OXTR potentiator	CHO-K1 Ca PAM	TAAR1 antagonist
- CCOC(=O)Cc1nnn(CC(=O)OCC)n1
→ -3	-0.7	-6	0	2	0.2	-1	12	-8
- CC1=C(C(=O)N(C)C)CC(CC(=O)NCCN2CCOCC2)C(=O)N1CCC1=CCCCC1 (configuration not stated)
→ -4	.	-8	.	2	-0.1	.	8	-7
- CCCNC(=O)CN1C(=O)NC(c2ccccc2)(c2ccccc2)C1=O
→ 0	0.1	2	0	1	-0.1	-2	-16	-5
- CCCCNC(=O)C1c2ccccc2OCC(=O)N1C1CC1 (configuration not stated)
→ .	.	-11	.	1	1.1	.	20	3
- COc1ccc(CCNC(=O)COC(=O)c2ccc(F)c(S(=O)(=O)N3CCOCC3)c2)cc1
→ -2	0.8	-9	-10	5	1.1	1	16	-20
- Cc1cccc(OCC(O)CN2C(C)(C)CC(O)CC2(C)C)c1 (configuration not stated)
→ -7	1.0	-1	-8	12	0.4	0	14	5
- CCN(CC)c1nc2nonc2nc1N(CC)CC
→ -4	1.6	-1	-17	1	0.2	-6	7	21
- COc1cccc(CNc2ccc(F)c([N+](=O)[O-])c2)c1O
→ 3	5.8	13	-1	1	3.5	-12	-16	10
- Cc1cccc(C)c1NC(=O)c1cnn(-c2ccccc2)c1C
→ 1	0.6	7	-23	-1	0.4	-10	-19	8
- CCc1ccc(CNC(=O)CCCn2c(=O)c3cccn3c3cccnc32)cc1
→ -4	0.1	0	-25	2	3.6	-4	-14	-31
- Cc1ccc(CNC(=O)Cn2nnc(C(=O)Nc3cccc(C)c3C)c2N)cc1
→ 4	2.1	-3	-3	3	2.4	-6	15	-17
- Cc1cc(/C=N/NC(=O)C(=O)NCc2ccccn2)c(C)n1-c1ccccc1
→ -6	-0.3	-14	-16	-3	-1.0	5	22	1

# One compound at a time, from the list above. Order of values: M1 ag, V1aR counter, CHO-K1 Ca antag, CHO parental Ca, TAAR1 agonist, CHO-K1 Ca ag, OXTR potentiator, CHO-K1 Ca PAM, TAAR1 antagonist
# CCCCNC(=O)C1c2ccccc2OCC(=O)N1C1CC1 (configuration not stated) is listed with ., ., -11, ., 1, 1.1, ., 20, 3
# CCCNC(=O)CN1C(=O)NC(c2ccccc2)(c2ccccc2)C1=O is listed with 0, 0.1, 2, 0, 1, -0.1, -2, -16, -5
# Cc1cc(/C=N/NC(=O)C(=O)NCc2ccccn2)c(C)n1-c1ccccc1 is listed with -6, -0.3, -14, -16, -3, -1.0, 5, 22, 1
# Cc1cccc(C)c1NC(=O)c1cnn(-c2ccccc2)c1C is listed with 1, 0.6, 7, -23, -1, 0.4, -10, -19, 8
# Cc1ccc(CNC(=O)Cn2nnc(C(=O)Nc3cccc(C)c3C)c2N)cc1 is listed with 4, 2.1, -3, -3, 3, 2.4, -6, 15, -17
